STAT1 activator: STAT1 signaling activators, primary screen, cell-based, HTS, luciferase reporter | NIH 3T3 STAT1-luciferase reporter, IFN-gamma, luminescence; 100% = IFN-gamma alone, no compound | activation (% of control), % at 5.5 µM | actives 2.6% (n = 200,000);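 active = activation above the screen-wide mean activation plus 3 SD, cut at about 130% in these data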;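 note: raw ratio to IFN-gamma control signal so 100% means no change and 0% no light; values of inactives mirror those of a sister screen read the other way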
NF-kB expr up: activators of NF-kB expression in neurons, primary screen, cell-based, HTS | human neuronal cells, NF-kB reporter expression; hits give high values | fold change at 12.5 µM | actives 1.6% (n = 190,000) | AID 1239, 2008; in the data active = fold change above about 3.3
FLuc inh counter: firefly luciferase enzyme inhibitors, primary screen, artefact control for luciferase-based inhibitor screens, biochemical, luminescence, ATPLite | Luciferin 4-monooxygenase (Photinus pyralis), P08659 | 10 min | inhibition, % at 10 µM | actives 1.5% (n = 200,000) | AID 1006, 2008;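 active = inhibition above about 50% when tested at 10 µM, limit read from the data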
Target sequence (P08659 whole entry, looked up): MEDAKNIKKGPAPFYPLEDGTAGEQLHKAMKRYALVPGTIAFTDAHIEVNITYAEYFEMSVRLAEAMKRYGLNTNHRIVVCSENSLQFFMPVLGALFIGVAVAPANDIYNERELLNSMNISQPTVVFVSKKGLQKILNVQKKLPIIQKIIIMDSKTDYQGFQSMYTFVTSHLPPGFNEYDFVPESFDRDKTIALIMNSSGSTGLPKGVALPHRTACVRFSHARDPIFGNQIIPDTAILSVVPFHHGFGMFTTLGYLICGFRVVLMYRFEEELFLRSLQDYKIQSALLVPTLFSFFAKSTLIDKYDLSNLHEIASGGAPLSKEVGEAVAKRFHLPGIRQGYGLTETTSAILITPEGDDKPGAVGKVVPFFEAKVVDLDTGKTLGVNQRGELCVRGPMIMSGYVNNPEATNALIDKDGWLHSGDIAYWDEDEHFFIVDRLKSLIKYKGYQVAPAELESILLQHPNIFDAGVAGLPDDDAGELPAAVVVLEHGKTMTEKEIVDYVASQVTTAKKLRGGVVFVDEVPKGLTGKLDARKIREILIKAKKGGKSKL
APP 5'UTR act: activators of APP 5'UTR luciferase reporter, primary screen, SH-SY5Y cells | SH-SY5Y APP 5'UTR luciferase reporter, luminescence; zero percent = DMSO vehicle wells | activation, % at 2 µM | AID 1276, 2008 | actives 1% (n = 190,000);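 active = activation above a set limit, based on mean plus 3 SD of controls, cut at about 140% in these data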; note: values of inactives mirror those of a sister screen read the other way
Hsp70 act: Hsp70 transcriptional activators, primary screen, cell-based, HeLa, Hsp70 promoter luciferase, luminescence, 10 µM; HeLa Hsp70 promoter luciferase reporter; scaled: vehicle 0, proteasome-inhibitor control 100%; activation, % at 10 µM; actives 0.04% (n = 200,000);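 active = activation above the mean across all tested compounds plus 3 SD, cutoff set per campaign, cut at about 5.5% in these data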;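 note: 100% = MG132 at 30 µM as the positive control and 0% = DMSO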
STAT3 blocker: IL-6 driven STAT3 reporter inhibitors, primary screen, U3A cells, luciferase, luminescence, MLSCN library; actives 0.89% (n = 190,000); inhibition, % at 5.5 µM; IL-6 STAT3-luciferase reporter; host cell line lacks STAT1;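 active = inhibition above the mean inhibition across all screened compounds plus 3 SD, cut at about 44% in these data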;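 note: 0% = DMSO only wells and 100% = 100 µM nifuroxazide control wells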
RAM inhibit: inhibitors of the yeast RAM network, primary screen, dse1pr::URA3 reporter, 5-FOA selection; S. cerevisiae dse1pr::URA3 reporter, 5-FOA growth OD615, 2 d; analog-sensitive cbk1-as2 kinase mutant strain; inhibition, % at 50 µM; actives 1.8% (n = 190,000); AID 868, 2007;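 active = inhibition above a set limit, 3 SD over mean compound inhibition, cut at about 8.4% in these data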;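 note: 0% = DMSO-only wells with no growth and 100% = 10 µM 1-NA-PP1 full growth; inhibition rescues growth on 5-FOA so higher OD means more RAM inhibition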
STAT1 inh: STAT1 signaling inhibitors, primary screen, cell-based, HTS, luciferase reporter. NIH 3T3 STAT1-luciferase reporter, IFN-gamma, luminescence. inhibition, % at 5.5 µM. actives 0.35% (n = 200,000);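 active = inhibition above a set limit, the mean inhibition across all tested compounds plus 3 SD, cut at about 34% in these data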;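 note: 0% = IFN-gamma with DMSO and 100% = IFN-gamma with 300 µM nifuroxazide; values of inactives mirror those of a sister screen read the other way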
APP transl inh: inhibitors of APP translation via 5'UTR reporter, primary screen, APP 5'UTR luciferase, SH-SY5Y cells | inhibition, % at 2 µM | actives 0.82% (n = 190,000) | SH-SY5Y APP 5'UTR-luciferase reporter, luminescence | AID 1285, 2008;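 active = inhibition above a set limit, derived from the sample mean plus 3 SD, cut at about 45% in these data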; note: values of inactives mirror those of a sister screen read the other way
STAT3 activator: IL-6 driven STAT3 reporter potentiators, primary screen, U3A cells, luciferase, luminescence, MLSCN library; actives 0.91% (n = 190,000); AID 871, 2007; activation (% of control), % at 5.6 µM; IL-6 STAT3-luciferase reporter; 100% = signal with IL-6 EC80 alone;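 active = activation above the screen-wide mean of compound activation plus 3 SD, cut at about 130% in these data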;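 note: 0% = background luminescence of wells with medium and substrate only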
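Detection: reporter luminescence signal / Assay system: STAT1-lacking human U3A cells, STAT3 luciferase reporter / Incubation: compound pre-incubation 1 h before IL-6, then 6 h stimulation at 37 °C / Control set: IL-6-only high control / Read-out: % activation relative to IL-6 control / Probe or stimulus: Interleukin-6, 33 ng/mL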
The depositor's hits bear a star; . = not tested or not shown. Rows are unselected; overall some 7.7% were active at least once.

Every second line gives: STAT1 activator	NF-kB expr up	FLuc inh counter	APP 5'UTR act	Hsp70 act	STAT3 blocker	RAM inhibit	STAT1 inh	APP transl inh	STAT3 activator
1) CCCCN1CC(O)=C(c2nc3ccccc3s2)C1=N
→ 120	1.6	0	53	0.4	-10	2.3	-22	-53	114
2) Cn1c(N)c(C(=O)c2cc(-c3ccccc3)nc3ccccc23)c(=O)n(C)c1=O
→ 92	0.99	36	-6	-0.2	0	1.6	9	6	105
3) Cc1cc(C)cc(NC(=O)C(c2ccccc2)N2CCCC2)c1 (configuration not stated)
→ 99	1	-4	2	-0.4	-15	4.0	3	-2	110
4) C/C(N)=C(/C#N)C(=O)COC(=O)Cc1coc2ccc3ccccc3c12
→ 108	0.91	-9	-1	-0.3	11	1.8	-8	1	92
5) COc1ccccc1CNC(=O)CCCN1C(=O)COc2ccc(C)cc21
→ 94	0.84	-2	4	-0.3	8	0.9	7	-4	95
6) CC(C)CNS(=O)(=O)c1ccc(CCC(=O)Nc2ccc3c(c2)OCO3)cc1
→ 96	1.2	-5	7	-0.1	-11	3.0	4	-7	110
7) O=C(NC1CCCC1)C(c1ccccc1)N(C(=O)c1ccco1)C1CCCC1 (configuration not stated)
→ 96	0.75	-5	4	-0.3	-4	1.0	5	-4	104
8) COc1ccc(/C=N/N2CCN(c3ccncc3S(=O)(=O)N3CCCCC3)CC2)cc1
→ 103	1	3	-26	0.1	6	1.0	-3	26	101
9) C(=N\NC1=Nc2cccc3cccc1c23)/c1ccccn1
→ 182*	6.2*	66*	78	0.0	-56	0.5	-89	-78	157*
10) Nc1nc(SCc2nc(-c3ccccc3)no2)[nH]c(=O)c1-c1ccccc1
→ 105	1.1	-2	-11	-0.6	3	1.1	-4	11	98
11) CN(C)c1ccc(CN2CCCC(O)C2)cc1 (configuration not stated)
→ 98	1.2	-12	-10	0.2	-1	-0.5	2	10	106
12) CN(C)S(=O)(=O)N1CCC(Cc2ccccc2)CC1
→ 99	1.3	1	-7	-0.4	10	0.3	3	7	95
13) COc1cc(NC(=O)c2ccco2)c(C(=O)OCC(=O)Nc2ncc(Cl)cc2Cl)cc1OC
→ 96	1.2	-6	6	-0.2	12	1.7	4	-6	89
14) CCN(CC)CCN(C(=O)Cn1nnc(-c2ccc(C)o2)n1)C(C(=O)NC(C)(C)C)c1cccs1 (configuration not stated)
→ 103	1.1	-2	-1	-0.4	4	2.6	-3	1	99
15) Cc1cc(/C=N/NC(=O)c2cccs2)c(C)n1-c1ccccc1
→ 81	1.3	91*	163*	-0.2	68*	1.1	21	-163	46
16) CCC(Sc1nc2ccccc2c(=O)n1CCN1CCOCC1)C(=O)NCc1cccnc1 (configuration not stated)
→ 98	1.1	-8	-10	-0.2	-3	1.6	0	10	105
17) COc1cc(C(=O)N2CCN(c3ccccc3)CC2)c([N+](=O)[O-])cc1OC
→ 96	1.1	-5	9	-0.1	8	-0.2	4	-10	96
18) CCSC1=NCCN1S(=O)(=O)c1ccc(NC(C)=O)cc1
→ 97	1	-7	-5	-0.5	8	1.5	2	5	96
19) Cc1cc(C(=O)COC(=O)c2csc3c2CCCC3)c(C)n1C
→ 103	1.1	0	10	-0.3	7	4.4	-4	-10	98
20) CCOC(=O)CSc1ncnc2c1cnn2-c1ccccc1
→ 103	1.2	16	-11	-0.2	-38	1.2	-4	11	138*
21) CC1CCN(CC(=O)Nc2sc3c(c2C#N)CCC3)CC1
→ 107	1.3	-2	-1	0.0	3	0.9	-8	1	101
22) CCC(CC)C(=O)Nc1cccc(/C(C)=N/NC(=O)c2ccccc2Cl)c1
→ 101	1.3	2	11	-0.1	6	0.7	-1	-11	95
23) C/C(=C\C(=O)c1ccncc1)Nc1ccccc1O
→ 98	6*	0	8	0.0	29	0.5	2	-8	82
24) COc1cc(C)ccc1OCCOc1c(C)cccc1Cl
→ 108	1.5	0	8	-0.2	17	0.9	-9	-8	92
25) Cc1ccc(NC(=O)c2oc3ccccc3c2NC(=O)C2CCCO2)cc1C (configuration not stated)
→ 127	.	2	176*	-0.1	6	6.5	-32	-176	99
26) Fc1ccc(Nc2ncnc3sc4c(c23)CCC4)cc1F
→ 97	0.73	1	-6	-0.5	31	0.5	3	6	76
27) CC(C)C(=O)Nc1nnn(C)n1
→ 103	1.1	-6	0	0.1	5	-0.8	-4	0	100
28) CN(C)C(/C=C/Nc1ccc(O)cc1)=C(C#N)C#N
→ 89	1.5	-7	-1	-0.4	14	0.7	12	1	95
29) Cc1ccc(CN(Cc2ccco2)C(=S)NCC(=O)NCc2cccnc2)cc1
→ 98	1.2	-1	-2	0.1	17	0.0	1	2	92
30) CC(C(=O)OCC(=O)c1ccc([N+](=O)[O-])cc1)N1C(=O)C2C3CCC(C3)C2C1=O (configuration not stated)
→ 98	1.1	-1	7	-0.1	5	-0.1	1	-7	101
31) CCOC(=O)c1[nH]c(Cc2[nH]c(C(=O)OCC)c(C)c2CCC(=O)OC)c(CCC(=O)OC)c1C
→ 98	0.9	-4	-10	-0.2	-11	2.2	2	10	112
32) O=C(Cc1cccs1)Nc1ccccc1C(=O)O
→ 110	1.4	-3	4	-0.2	2	0.8	-10	-4	98
33) O=C(CSc1nnc(Cc2ccccc2)o1)NCCc1ccccc1
→ 102	1.1	-1	3	1.7	2	2.7	-2	-4	100
34) O=C(Nc1ccccc1)c1cc2ccccc2o1
→ 153*	8.8*	74*	230*	0.2	44*	0.0	-49	-230	65
35) CCc1ccc(-n2c(=S)sc3c(=O)n(-c4ccccc4OC)c(=S)[nH]c32)cc1
→ 96	1.1	-2	17	-0.1	6	6.0	2	-17	101
36) O=C(NCc1ccco1)C(=O)NCC1OCCCN1S(=O)(=O)c1ccc(F)cc1 (configuration not stated)
→ 94	0.98	-5	-4	-0.3	1	-0.4	5	4	102
37) O=C(NCc1ccc(Cl)cc1)NCC(F)(F)F
→ 107	1.2	-4	-3	-0.2	-7	1.7	-8	3	104
38) O=C1NC(Cc2c[nH]c3ccccc23)C(=O)N1CCOc1ccccc1 (configuration not stated)
→ 100	1	-4	9	0.2	5	0.9	0	-9	99
39) CN(C)c1ncc(S(=O)(=O)c2ccc(Cl)cc2)c(-c2ccccc2)n1
→ 96	1.1	-6	.	0.2	12	4.6	4	.	95
40) CCCc1cc(=O)[nH]c(SCc2csc(-c3ccccc3)n2)n1
→ 91	1.1	3	-13	-0.3	10	4.5	10	13	92
41) Cc1ccccc1C(=O)Nc1ccc(C(=O)NNC(=O)CCCOc2ccc(Cl)cc2Cl)cc1
→ 101	0.93	-6	15	-0.3	2	3.4	-1	-15	105
42) O=C(Cn1c(=O)oc2cc(S(=O)(=O)N3CCCCCC3)ccc21)NC1CCCCCCC1
→ 107	0.93	-9	1	0.3	1	2.9	-7	-2	103
43) CCCCC(=O)N/N=C(\C)CC(=O)Nc1cc(Cl)ccc1OC
→ 94	0.98	-5	9	-0.5	7	0.4	7	-9	100
44) CCOC(=O)c1cccc(N2C(=O)C3C(C(=O)NC4CC4)C4(C)C=CC3(O4)C2C(=O)NC(C)(C)C)c1 (configuration not stated)
→ 100	1	-3	4	-0.2	-9	-1.7	0	-4	106
45) O=c1[nH]c(CN2CCN(Cc3ccccc3)CC2)nc2sc3c(c12)CCC3
→ 92	.	.	1	-0.5	3	.	9	-1	102
46) CC(NC(=O)NC12CC3CC(CC(C3)C1)C2)C1CCCO1 (configuration not stated)
→ 111	1.1	0	-4	-0.2	4	0.9	-12	4	99
47) Nc1nc(SCC(=O)NCC2CCCO2)[nH]c(=O)c1NC(=O)c1ccco1 (configuration not stated)
→ 96	1.1	0	31	-0.2	.	0.6	3	-31	.
48) Cc1ccc(C(=O)NNC(=S)Nc2cccc(Cl)c2Cl)cc1[N+](=O)[O-]
→ 108	0.86	-4	.	0.0	14	0.1	-8	.	94
49) COc1cc(NC(=O)c2cccc(C)c2)c(Cl)cc1[N+](=O)[O-]
→ 100	1.2	-8	10	0.1	30	8.3	0	-10	79
50) O=S(=O)(NCCc1ccncc1)c1ccccc1
→ 105	1.2	-2	-16	-0.2	1	-0.6	-6	16	101
51) COCCCn1c(SCC(=O)Nc2ccc(NC(=O)c3ccco3)c(OC)c2)nc2ccccc2c1=O
→ 104	1.2	-7	-11	-0.1	31	-0.5	-4	11	75
52) Oc1ccc2cc(Br)ccc2c1CN1CCCC1
→ 99	0.93	-4	11	-0.1	-6	-0.5	0	-11	106
53) Cn1cc(/C=N/NC(=O)COc2ccccc2[N+](=O)[O-])c2ccccc21
→ 94	0.89	0	42	-0.1	3	1.2	7	-42	100
54) COC(=O)C1=C(C)N=C2SCCC(=O)N2C1c1cc(Br)ccc1OC (configuration not stated)
→ 101	1	-6	-4	0.0	5	2.6	-1	4	99
55) Cc1ccc(NC2=C(Cl)C(=O)OC2OC(C)C)cc1 (configuration not stated)
→ 98	1.3	-6	9	-0.1	7	0.5	1	-9	97

Molecules listed so far with a Cl atom:
Every second line gives: STAT1 activator	NF-kB expr up	FLuc inh counter	APP 5'UTR act	Hsp70 act	STAT3 blocker	RAM inhibit	STAT1 inh	APP transl inh	STAT3 activator
13) COc1cc(NC(=O)c2ccco2)c(C(=O)OCC(=O)Nc2ncc(Cl)cc2Cl)cc1OC
→ 96	1.2	-6	6	-0.2	12	1.7	4	-6	89
22) CCC(CC)C(=O)Nc1cccc(/C(C)=N/NC(=O)c2ccccc2Cl)c1
→ 101	1.3	2	11	-0.1	6	0.7	-1	-11	95
24) COc1cc(C)ccc1OCCOc1c(C)cccc1Cl
→ 108	1.5	0	8	-0.2	17	0.9	-9	-8	92
37) O=C(NCc1ccc(Cl)cc1)NCC(F)(F)F
→ 107	1.2	-4	-3	-0.2	-7	1.7	-8	3	104
39) CN(C)c1ncc(S(=O)(=O)c2ccc(Cl)cc2)c(-c2ccccc2)n1
→ 96	1.1	-6	.	0.2	12	4.6	4	.	95
41) Cc1ccccc1C(=O)Nc1ccc(C(=O)NNC(=O)CCCOc2ccc(Cl)cc2Cl)cc1
→ 101	0.93	-6	15	-0.3	2	3.4	-1	-15	105
43) CCCCC(=O)N/N=C(\C)CC(=O)Nc1cc(Cl)ccc1OC
→ 94	0.98	-5	9	-0.5	7	0.4	7	-9	100
48) Cc1ccc(C(=O)NNC(=S)Nc2cccc(Cl)c2Cl)cc1[N+](=O)[O-]
→ 108	0.86	-4	.	0.0	14	0.1	-8	.	94
49) COc1cc(NC(=O)c2cccc(C)c2)c(Cl)cc1[N+](=O)[O-]
→ 100	1.2	-8	10	0.1	30	8.3	0	-10	79
55) Cc1ccc(NC2=C(Cl)C(=O)OC2OC(C)C)cc1 (configuration not stated)
→ 98	1.3	-6	9	-0.1	7	0.5	1	-9	97
